Assay outcomes as filed in PubChem.
15-hLO-2 inh = inhibitors of human 15-lipoxygenase 2 (ALOX15B); 0.56% of 110,000 active; purified 15hLO-2, xylenol orange hydroperoxide absorbance; AID 881; Potency, µM (top dose mostly 57.1 µM), for the others: at the top dose activity change, negative = inhibition, actives largely listed as inhibitors; O15296; also: potency is read from the fitted curve at half-maximal effect; nearly all actives have a fitted effect of over 60% in size; many of its hits are not listed in these tables
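Purified human 15hLO-2 (50 nM final) preincubated with compounds 15 min at room temperature in 25 mM Hepes pH 7.5, 0.01% Triton X-100, then 45 uM arachidonic acid added for 90 min; hydroperoxide detected via ferrous/xylenol orange, 573/405 nm absorbance ratio.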
PNC inhibitor = perinucleolar compartment assembly inhibition; 3.1% of 140,000 active; AID 2417; PC3M PTB-GFP, PNC prevalence imaging, 16 h; stronger effect = lower value; activity change (PNC), negative = inhibition, % at 10 µM;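 active = readout at or below -70, meaning at least 70% loss of cells showing the perinucleolar compartment, a nuclear body marking cancer cells; inconclusive = readout between -30 and a set limit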;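 also: plate controls were DMSO wells for no effect and camptothecin positive control wells for full effect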
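PC3M cells stably expressing PTB-GFP, 750–1000 cells/well, treated 16 h at 37 °C with compound (23 nl of library stock), in duplicate. After paraformaldehyde fixation and Hoechst stain, imaged at 20x; PNC prevalence scored by image analysis.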
IMPase cell inh = membrane-permeable compound that blocks inositol monophosphatase. P97697. CHO-M1 cells, IP1 accumulation, HTRF TR-FRET ratio. inhibition (IP1 accumulation), % at 46.1 µM. 120,000 tested, under 10 active; active = well fitted curve in the direction sought with a large enough effect in the signal ratio, not every such curve was filed as active; inconclusive = small, poorly fitted or top-dose-only effect, or a change in a side signal; inactive = no such curve, though single readings can be large or run the other way; the % refers to the signal ratio;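 also: cells stimulated with carbachol in lithium chloride buffer; plate controls were DMSO basal wells for no effect and reference inhibitor wells for full effect; higher means more IMPase inhibition seen as more IP1 and lower FRET ratio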
Target sequence (P97697 whole entry, looked up): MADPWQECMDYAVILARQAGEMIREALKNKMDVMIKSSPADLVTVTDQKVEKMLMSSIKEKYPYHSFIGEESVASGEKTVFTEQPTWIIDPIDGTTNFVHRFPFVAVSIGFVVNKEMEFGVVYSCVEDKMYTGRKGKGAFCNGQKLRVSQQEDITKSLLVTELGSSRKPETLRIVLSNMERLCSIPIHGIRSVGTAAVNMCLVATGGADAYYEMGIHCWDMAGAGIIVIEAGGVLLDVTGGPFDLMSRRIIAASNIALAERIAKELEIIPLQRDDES
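Measured: the HTRF emission ratio (665/620 nm) plus the 620 nm donor channel, each fitted to the Hill equation to give AC50. Cells were CHO-M1 given compounds up to 46 uM and a 30 min carbachol stimulation at 37C.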
ALOX12 inhib = inhibitors of human 12-lipoxygenase (ALOX12); P18054; 0.12% of 150,000 active; Potency, µM (doses to about 57.1 µM), for the others: at the highest dose activity change, negative = inhibition, usual class: inhibitors; purified 12-hLO, xylenol orange hydroperoxide absorbance; also: potency is read from the fitted curve at half-maximal effect; nearly all actives have a fitted effect of over 55% in size; many of its hits are not listed in these tables
Target sequence (P18054 whole entry, looked up): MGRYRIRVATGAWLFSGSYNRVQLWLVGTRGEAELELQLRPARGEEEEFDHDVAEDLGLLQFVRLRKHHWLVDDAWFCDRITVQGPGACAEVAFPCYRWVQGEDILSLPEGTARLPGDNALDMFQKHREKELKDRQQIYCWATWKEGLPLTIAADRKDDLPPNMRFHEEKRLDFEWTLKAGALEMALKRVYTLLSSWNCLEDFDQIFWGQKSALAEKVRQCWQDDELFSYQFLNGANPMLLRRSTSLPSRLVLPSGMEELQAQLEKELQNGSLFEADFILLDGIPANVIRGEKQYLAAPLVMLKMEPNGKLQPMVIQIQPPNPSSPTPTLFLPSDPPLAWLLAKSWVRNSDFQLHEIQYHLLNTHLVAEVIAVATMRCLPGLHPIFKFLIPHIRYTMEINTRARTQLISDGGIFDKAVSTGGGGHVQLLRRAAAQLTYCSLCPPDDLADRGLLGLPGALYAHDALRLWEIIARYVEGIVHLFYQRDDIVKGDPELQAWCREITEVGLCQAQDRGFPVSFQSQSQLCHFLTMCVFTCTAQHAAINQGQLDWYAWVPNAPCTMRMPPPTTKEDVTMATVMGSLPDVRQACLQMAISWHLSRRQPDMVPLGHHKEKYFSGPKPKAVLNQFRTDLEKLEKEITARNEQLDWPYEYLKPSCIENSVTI
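Purified human 12hLO (150 nM), preincubated 15 min with compound, then 40 uM arachidonic acid for 30 min, room temperature, Hepes pH 7.0 with 0.01% Triton X-100. Hydroperoxide detected by ferrous iron/xylenol orange; 573/405 nm absorbance ratio gives reaction progress.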
Active calls of the source: *; [ ] = another dose, or the depositor's remark. Unless noted, calls follow the shape of the dose curve; as a rule, active = well fitted curve in the direction sought with a large enough effect; inconclusive = small, poorly fitted or top-dose-only effect, or another doubt; inactive = no such curve, though single readings can be large; an effect the other way counts as inactive or inconclusive. Unless noted, % is scaled to controls: 0 for no effect and ±100 for the full control effect.

Screening Cc1cc(CN(C)C)c(O)c(C2(C)CCCCC2)c1 returned 15-hLO-2 inh 21%, PNC inhibitor inconclusive, IMPase cell inh inconclusive and ALOX12 inhib inconclusive.
Screening Cc1nnc(NC(=O)CC(CN(C)S(=O)(=O)c2ccccc2)c2ccccc2)s1 (stereo not given) returned 15-hLO-2 inh -3%, PNC inhibitor inconclusive, IMPase cell inh 2 and ALOX12 inhib -4%.
Screening CC(=O)Nc1sc2c(c1CN1CCN(c3ccc(F)cc3)CC1)CCCC2 returned 15-hLO-2 inh 26%, PNC inhibitor 4, IMPase cell inh -6 and ALOX12 inhib 3%.
`CCOC(=O)C1CCN(c2nc3ccccc3nc2C(C#N)C(=O)OC(C)C)CC1` (stereo not given) gave 15-hLO-2 inh -9%, PNC inhibitor -21, IMPase cell inh 1 and ALOX12 inhib -6%.
`COc1ncnc2c1NC(=O)CS2` gave 15-hLO-2 inh -1%, PNC inhibitor 7, IMPase cell inh 7 and ALOX12 inhib -5%.
For COc1cc(C2C(C#N)=C(C)NC3=C2C(=O)CC(C)(C)C3)ccc1OCCO (stereo not given) the results were 15-hLO-2 inh -3%, PNC inhibitor 2, IMPase cell inh 5 and ALOX12 inhib 2%.
For COc1ccc(NC(=O)CC2C(=O)N(c3ccc(F)cc3)C(=S)N2NC(=O)c2ccccc2)cc1 (stereo not given) the results were PNC inhibitor -19, IMPase cell inh -1 and ALOX12 inhib -3%.
`COc1cccc(C(=O)Nc2ccccc2N2CCCC2)c1` gave 15-hLO-2 inh 0%, PNC inhibitor -5, IMPase cell inh 2 and ALOX12 inhib -1%.
Cc1cc(N)ccc1S(C)(=O)=O was read as PNC inhibitor 342, IMPase cell inh 2 and ALOX12 inhib -3%.
Screening CCN(CC)c1ccc(/C=C(/C#N)C(=O)NCc2ccccc2)o1 returned PNC inhibitor -90* and ALOX12 inhib -11%.
`CCn1c(/C=C/c2ccccc2)nc2ccccc21` gave 15-hLO-2 inh 41%[activator], PNC inhibitor 13, IMPase cell inh 7 and ALOX12 inhib 7%.
`C(=N\n1cnnc1)/c1cn(Cc2ccccc2)c2ccccc12` gave 15-hLO-2 inh 16%, PNC inhibitor -5, IMPase cell inh 6 and ALOX12 inhib -4%.
For CC1CN(S(=O)(=O)Cc2ccccc2)CC(C)O1 (stereo not given) the results were 15-hLO-2 inh -8%, PNC inhibitor 13, IMPase cell inh -5 and ALOX12 inhib 6%.
`O=C(CCC(=O)N(CC(=O)NC1CCCC1)C1CCCC1)Nc1ccccn1` gave 15-hLO-2 inh 5%, PNC inhibitor -4, IMPase cell inh 2 and ALOX12 inhib 1%.
Screening Cc1ccccc1-n1nc2c(c1NC(=O)c1ccc(Br)o1)CSC2 returned 15-hLO-2 inh -24%, PNC inhibitor -10, IMPase cell inh 7 and ALOX12 inhib -3%.
Screening Cc1c(Cl)cccc1NC(=S)N1CCN(Cc2ccc3c(c2)OCO3)CC1 returned PNC inhibitor 1, IMPase cell inh -5 and ALOX12 inhib -2%.
Screening COC(=O)CC1C(C)(C)C(OC(C)=O)C2CC3C4CC(=O)OC(c5ccoc5)[C@]4(C)CCC3[C@@]1(C)C2=O (stereo not given in full) returned 15-hLO-2 inh 0% and ALOX12 inhib 0%.
Screening COC(=O)C1=C(C)NC(C)=C(C(=O)OC)C1c1ccc(NC(C)=O)cc1 returned 15-hLO-2 inh 2%, PNC inhibitor inconclusive, IMPase cell inh 6 and ALOX12 inhib 0%.
Screening Cc1ccc(C)c(Cn2cnc3c(nnn3-c3ccc(F)cc3)c2=O)c1 returned 15-hLO-2 inh -4%, PNC inhibitor -25, IMPase cell inh -16 and ALOX12 inhib -1%.
Screening CC1(C)CC(=O)c2sc(NC(=O)c3cccs3)nc2C1 returned PNC inhibitor -10, IMPase cell inh -12 and ALOX12 inhib -5%.

Gathered by group: those above with a cyano group (three)
`CCOC(=O)C1CCN(c2nc3ccccc3nc2C(C#N)C(=O)OC(C)C)CC1` (stereo not given) gave 15-hLO-2 inh -9%, PNC inhibitor -21, IMPase cell inh 1 and ALOX12 inhib -6%.
For COc1cc(C2C(C#N)=C(C)NC3=C2C(=O)CC(C)(C)C3)ccc1OCCO (stereo not given) the results were 15-hLO-2 inh -3%, PNC inhibitor 2, IMPase cell inh 5 and ALOX12 inhib 2%.
Screening CCN(CC)c1ccc(/C=C(/C#N)C(=O)NCc2ccccc2)o1 returned PNC inhibitor -90* and ALOX12 inhib -11%.

Going on with the list:
Screening O=C(OCC(=O)N1CCc2ccccc21)c1cccc(S(=O)(=O)N2CCCc3ccccc32)c1 returned PNC inhibitor inconclusive and ALOX12 inhib 1%.
Screening CCc1nnc(NC(=O)CCC(=O)NCc2ccccc2OC)s1 returned 15-hLO-2 inh 3%, PNC inhibitor -28, IMPase cell inh 3 and ALOX12 inhib 1%.
Screening Cc1ccccc1C(=O)NNC(=O)CSc1nnc(C)n1-c1ccccc1 returned PNC inhibitor inconclusive and ALOX12 inhib 0%.
Cc1ccc(N2C(=O)SC(N(CC(=O)O)c3cccc(C)c3)C2=O)cc1 (stereo not given) was read as 15-hLO-2 inh -7%, PNC inhibitor 15, IMPase cell inh -10 and ALOX12 inhib 3%.
`Cc1cc(C(=O)CSc2nc3ccc(Cl)cc3[nH]2)c(C)n1CC1CCCO1` (stereo not given) gave 15-hLO-2 inh 29%, PNC inhibitor 18, IMPase cell inh 9 and ALOX12 inhib -4%.
`CCCC(=O)Nc1cnc(NC(=O)c2cccc(F)c2)cc1C` gave 15-hLO-2 inh 1%, PNC inhibitor 17, IMPase cell inh -3 and ALOX12 inhib 0%.
`CCOC(=O)c1oc2ccc3c(c2c1C)C(=O)CC1(CCN(C(=O)OCC)CC1)O3` gave 15-hLO-2 inh 6%[2.29 µM], PNC inhibitor 33, IMPase cell inh 9 and ALOX12 inhib -3%.
Screening N/C(Cc1ccc([N+](=O)[O-])cc1)=N\OC(=O)c1ccc(Br)o1 returned PNC inhibitor -9 and ALOX12 inhib -4%.
CCN1C(=O)C(O)(CC(=O)c2ccc3c(c2)OCCO3)c2ccccc21 (stereo not given) was read as 15-hLO-2 inh 10%, PNC inhibitor 19, IMPase cell inh 1 and ALOX12 inhib 2%.
`C=CCN1CN(Cc2ccco2)CNC1=S` gave PNC inhibitor -1, IMPase cell inh -2 and ALOX12 inhib 0%.
Screening CCOC(=O)c1c(-c2ccc(C)cc2)csc1NC(=O)C1CC=CCC1C(=O)O (stereo not given) returned 15-hLO-2 inh -17%, PNC inhibitor 27, IMPase cell inh -2 and ALOX12 inhib 0%.
O=C(c1ccc(C(F)(F)F)cc1)N1CCC(=O)N(C(COCc2ccc(Cl)cc2)Cc2ccccc2)CC1 (stereo not given) was read as PNC inhibitor -9 and ALOX12 inhib -9%.
Screening Cc1nnc(SCSc2nnc(C)s2)s1 returned 15-hLO-2 inh -3%, PNC inhibitor -26, IMPase cell inh -4 and ALOX12 inhib -6%.
CC(C)NC(=O)N1CCC2(CC1)CCN(C(=O)c1csnn1)CC2 was read as 15-hLO-2 inh 8% and ALOX12 inhib -2%.
`CC(=O)NNC(=O)C(O)(c1ccccc1)c1ccccc1` gave PNC inhibitor -16, IMPase cell inh -2 and ALOX12 inhib 0%.
For c1ccc(-n2ncc3c2ncn2nnnc32)cc1 the results were 15-hLO-2 inh 3%, PNC inhibitor 27, IMPase cell inh 7 and ALOX12 inhib 7%.
For CCCC(=O)c1ccc(N2CCN(C(=O)c3ccccc3Br)CC2)c(F)c1 the results were 15-hLO-2 inh -2%, PNC inhibitor 28, IMPase cell inh inconclusive and ALOX12 inhib -5%.
Screening CCCC(=O)NC(Nc1cccc(C(F)(F)F)c1)C(Cl)(Cl)Cl (stereo not given) returned 15-hLO-2 inh -8%, PNC inhibitor 45, IMPase cell inh 5 and ALOX12 inhib -5%.
O=C(CN(c1ccc(F)cc1)S(=O)(=O)c1ccc2c(c1)OCCO2)NCC1CCCO1 (stereo not given) was read as 15-hLO-2 inh 4%, PNC inhibitor 19, IMPase cell inh -3 and ALOX12 inhib 2%.
Screening Cc1cc(NC(=O)CSc2nc3ccc(Cl)cc3[nH]2)no1 returned 15-hLO-2 inh -1%, PNC inhibitor 52, IMPase cell inh 0 and ALOX12 inhib -4%.
For CCc1nc(SCC(=O)Nc2ccc3c(c2)OCCO3)c2oc3ccccc3c2n1 the results were 15-hLO-2 inh -9%, PNC inhibitor inconclusive, IMPase cell inh -1 and ALOX12 inhib 3%.
For Cc1cc(C)c(-n2c(O)c(C=NCCN3CCOCC3)c(=O)[nH]c2=O)c(C)c1 the results were 15-hLO-2 inh 1%, PNC inhibitor -17, IMPase cell inh 0 and ALOX12 inhib -6%.
For CCCCCCCCCS(=O)(=O)Nc1cc(C)ccn1 the results were PNC inhibitor 33 and ALOX12 inhib 6%.
Screening Clc1cncc(Cl)c1NNc1c2ccccc2nc2ccccc12 returned PNC inhibitor -21, IMPase cell inh 3 and ALOX12 inhib -1%.
Cc1ccccc1NC(=O)c1c(C)nc(SCC(=O)OCc2ccccc2)c(C#N)c1-c1ccc(F)cc1 was read as PNC inhibitor -6, IMPase cell inh -5 and ALOX12 inhib 1%.
`COc1ccc(NCC(O)Cn2cnc3c2c(=O)n(C)c(=O)n3C)cc1` (stereo not given) gave PNC inhibitor 17 and ALOX12 inhib -1%.
O=C(Nc1nc(-c2ccccc2)cs1)c1cccc([N+](=O)[O-])c1C(=O)O was read as PNC inhibitor inconclusive, IMPase cell inh -2 and ALOX12 inhib -2%.
For COc1cc(-c2c(C#N)c(N)nc3c2CCCC3)ccc1O the results were 15-hLO-2 inh -1%, PNC inhibitor inconclusive, IMPase cell inh -9 and ALOX12 inhib -7%.
Cc1noc(C)c1COC(=O)c1cc(=O)[nH]c2ccccc12 was read as 15-hLO-2 inh 1%, PNC inhibitor 23, IMPase cell inh 0 and ALOX12 inhib -6%.
`CN1CCc2c(sc3ncn4nc(-c5ccccc5O)nc4c23)C1` gave 15-hLO-2 inh 57%[activator], PNC inhibitor inconclusive, IMPase cell inh 20 and ALOX12 inhib -11%.
Screening CCn1cc(Cl)c(C(=O)N2N=C(c3ccc4ccccc4c3)CC2c2ccccc2O)n1 (stereo not given) returned PNC inhibitor -25 and ALOX12 inhib 0%.
For S=C(Nc1ccccc1)Nc1nc2ccccc2n1CCOc1ccc(Br)cc1 the results were PNC inhibitor inconclusive, IMPase cell inh 8 and ALOX12 inhib inconclusive.
O=C(COC(=O)COc1cccc(Br)c1)Nc1c(Cl)cccc1Cl was read as PNC inhibitor -4 and ALOX12 inhib -2%.
For Cc1ccc(N2C(=O)c3ccccc3C2=O)cc1Cl the results were 15-hLO-2 inh 3%, PNC inhibitor 16, IMPase cell inh 4 and ALOX12 inhib -1%.
Screening Cc1noc(C)c1CSCC(=O)NC1=NCCS1 returned 15-hLO-2 inh -5%, PNC inhibitor inconclusive, IMPase cell inh 6 and ALOX12 inhib -5%.
Cc1ncc([N+](=O)[O-])n1CCOC(=O)Nc1ccc(Cl)c(Cl)c1 was read as 15-hLO-2 inh 5%, PNC inhibitor -5, IMPase cell inh 6 and ALOX12 inhib -3%.
Screening O=C(c1c(F)cccc1F)N1CCC(O)(c2cccnc2)CC1 returned 15-hLO-2 inh -7%, PNC inhibitor -6, IMPase cell inh -1 and ALOX12 inhib 1%.
`COc1cc(CNc2ccccc2SC)ccc1O` gave 15-hLO-2 inh inconclusive, PNC inhibitor -16, IMPase cell inh 2 and ALOX12 inhib -11%.
COc1cc(/C=N/NC(=O)COc2c(C)cc([N+](=O)[O-])cc2C)ccc1OC(=O)c1ccccc1 was read as PNC inhibitor -18 and ALOX12 inhib -4%.
Screening O=C(Nc1ccc(F)cc1F)c1cc(-c2ccco2)on1 returned 15-hLO-2 inh -15%, PNC inhibitor -7, IMPase cell inh 3 and ALOX12 inhib -5%.
COCC(C)n1c(SCC(=O)NNC(=O)c2ccccc2)nc2ccccc2c1=O (stereo not given) was read as PNC inhibitor 39, IMPase cell inh 12 and ALOX12 inhib -4%.

Some of the compounds tested. The share of hits here may be higher or lower than overall.
